# GPT2 inh – blocks human glutamate pyruvate transaminase 2. Q8TD30. Recombinant GPT2, coupled pyruvate oxidase/HRP Amplex Red fluorescence. Potency, µM (top dose mostly 57.7 µM), for the others: top-dose activity change, negative = inhibition, actives largely listed as inhibitors. actives 0.25% (n = 100,000). AID 1671188; note: potency is the fitted concentration of half-maximal effect; nearly all actives have a fitted effect of over 60% in size; many of its hits are not listed in these tables
#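 Inhibition is scored from Amplex Red fluorescence generated when pyruvate oxidase and HRP act on pyruvate released by GPT2. Reactions contain 10ng/uL enzyme, 250uM a-KG and 2mM L-alanine and run 30 min at room temperature.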
# HEK293 viab – counter-screen for SNCA expression inhibitors: cell viability; actives 0.12% (n = 150,000); Potency, µM (highest dose often 57.1 µM), inactives show at the highest dose activity change, negative = cytotoxicity, actives largely listed as cytotoxic; HEK-293-SNCA-luc viability, GF-AFC fluorescence, 24 h;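 note: potency is the fitted concentration of half-maximal effect; 0% = DMSO-treated cells and -100% = medium-only wells without cells; nearly all actives have a fitted effect of over 30% in size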
#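 HEK-293-SNCA-luc cells (1500/well) plated 24 h, then exposed 24 h to a dilution series; GF-AFC added 30 min at 37C, fluorescence 405/540 nm; normalised to medium-only and DMSO wells, Hill fit.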
# FLuc inh – Photinus pyralis luciferase inhibition; purified P. pyralis luciferase, luminescence, biochemical; Potency, µM (doses to about 115 µM), inactives show top-dose activity change, negative = inhibition, hits mostly inhibitors; actives 2.5% (n = 76,000); P08659; AID 1347043; note: potency is the fitted concentration of half-maximal effect; nearly all actives have a fitted effect of over 65% in size
# Target sequence (P08659 whole entry, looked up): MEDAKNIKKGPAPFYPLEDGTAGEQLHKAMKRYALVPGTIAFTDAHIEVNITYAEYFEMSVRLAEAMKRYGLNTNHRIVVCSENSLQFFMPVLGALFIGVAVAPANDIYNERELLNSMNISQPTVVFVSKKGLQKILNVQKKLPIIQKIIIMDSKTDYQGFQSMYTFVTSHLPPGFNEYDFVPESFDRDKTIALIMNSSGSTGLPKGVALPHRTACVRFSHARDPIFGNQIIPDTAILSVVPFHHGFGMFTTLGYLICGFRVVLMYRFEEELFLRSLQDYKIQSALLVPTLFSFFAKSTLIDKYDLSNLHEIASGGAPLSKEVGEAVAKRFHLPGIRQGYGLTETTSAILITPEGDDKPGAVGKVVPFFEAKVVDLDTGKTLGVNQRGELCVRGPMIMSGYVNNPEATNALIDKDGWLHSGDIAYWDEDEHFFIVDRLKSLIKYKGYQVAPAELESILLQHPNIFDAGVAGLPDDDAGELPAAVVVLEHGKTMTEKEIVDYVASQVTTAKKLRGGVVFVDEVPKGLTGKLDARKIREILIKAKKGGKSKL
#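 FLuc 10nM, D-luciferin 10uM, ATP 10uM, Mg acetate 10mM, Tris acetate pH 7.5, Tween/BSA; cpd qHTS; enzyme added last; CCD luminescence.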
# 3T3 cytotox – kills NIH 3T3 cells; NIH 3T3 viability, CellTiter-Glo ATP luminescence, 48-72 h; Potency, µM (highest dose often 96.7 µM), for inactives: top-dose activity change, negative = cytotoxicity, usual class: inhibitors; actives 4.3% (n = 94,000); AID 1345082; note: potency is the fitted concentration of half-maximal effect; nearly all actives have a fitted effect of over 55% in size
#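 Cytotoxicity is measured as loss of cellular ATP: NIH 3T3 cells (400/well) are exposed to compound for 48 or 72 hr at 37 °C, then CellTiter-Glo luminescence is imaged after 10 min at room temperature.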
# IP6K1 inhibitor – inhibitors of human IP6K1; IP6K1 kinase, ADP-Glo luminescence, 2 h; stronger effect = lower value; Q92551; AID 1645851; activity change, % (series mostly up to about 58 µM); actives 0.81% (n = 140,000); in the data active = activity change below about -25%
# Target sequence (Q92551 whole entry, looked up): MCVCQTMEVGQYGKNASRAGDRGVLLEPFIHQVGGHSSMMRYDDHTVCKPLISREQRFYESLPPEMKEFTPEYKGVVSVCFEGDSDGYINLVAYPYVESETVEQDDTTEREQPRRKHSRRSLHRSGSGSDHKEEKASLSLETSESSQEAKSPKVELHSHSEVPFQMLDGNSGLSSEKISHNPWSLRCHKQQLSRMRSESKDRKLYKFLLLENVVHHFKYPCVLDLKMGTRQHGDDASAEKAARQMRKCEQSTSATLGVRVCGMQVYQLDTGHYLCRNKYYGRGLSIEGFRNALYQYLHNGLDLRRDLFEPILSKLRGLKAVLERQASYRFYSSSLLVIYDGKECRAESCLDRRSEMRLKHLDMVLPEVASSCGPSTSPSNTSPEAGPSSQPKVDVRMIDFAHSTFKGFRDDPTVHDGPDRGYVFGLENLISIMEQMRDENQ
#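 ADP-Glo luminescence measures ADP made by human IP6K1 during a 2 h RT reaction with ATP/IP6 (mix at 1.3 mM/130 uM); top library doses 57.5 and 19.1 uM final.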
# SNCA expr inh – reduces expression of the alpha-synuclein gene; HEK-293 SNCA-luciferase knock-in, luminescence, 24 h; Potency, µM (highest dose often 57.2 µM), for inactives: at the highest dose activity change, negative = inhibition, actives largely listed as inhibitors; actives 0.17% (n = 140,000);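 note: potency is the fitted concentration of half-maximal effect; plate controls were DMSO cells for no effect and cell-free wells for full effect; nearly all actives have a fitted effect of over 45% in size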
# HEK cytotox – kills HEK 293 cells | HEK 293 viability, ATP luminescence (CellTiter-Glo), 48-72 h | Potency, µM (series often up to 115 µM), without a hit: at the top dose activity change, negative = cytotoxicity, most hits filed as inhibitors | actives 6.6% (n = 94,000) | AID 1345083; note: potency is the fitted concentration of half-maximal effect; nearly all actives have a fitted effect of over 60% in size
#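 250 HEK 293 cells/well; compound by pintool; incubated 48 or 72 hr at 37 degree Celsius; CellTiter-Glo added, 10 min RT, luminescence imaged.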
# * = called active by the depositor; i = inactive; ? = inconclusive; . = no result given; & = joins results of further samples; [ ] = remark or other dose. Unless noted, calls come from the whole dose curve; as a rule, active = well fitted curve in the direction sought with a large enough effect; inconclusive = small, poorly fitted or top-dose-only effect, or another doubt; inactive = no such curve, though single readings can be large; an effect the other way counts as inactive or inconclusive. Unless noted, % is set by controls: 0 for no effect and ±100 for the full control effect. Not all compounds are listed; rates above refer to the full screens.
Molecule | GPT2 inh | HEK293 viab | FLuc inh | 3T3 cytotox | IP6K1 inhibitor | SNCA expr inh | HEK cytotox
COCC(=O)N1CCC(C2CCN(S(=O)(=O)c3ccccc3)C2)CC1 (stereo not given) | i | 8.0% | 0.8% | -13.4% | 14.6 | 1.0% | 16.4%
COc1cccc(-c2n[nH]c3c2CC(=O)N(Cc2ccccc2)C3)c1OC | i | -12.6%[87.6 µM] | -10.9%[172 µM] | -23.7%[138 µM] | -4.2 | 36.8%[87.6 µM] | ?
O=C1CC(c2ccccc2)Cc2[nH]c(=O)c(-c3nc(-c4cccc(Cl)c4)cs3)cc21 (stereo not given) | . | 5.7% | . | . | -0.6 | -8.9% | .
CCN(CC)C(=O)c1cnn(-c2ccc(F)cc2)c1-n1cccc1 | . | -13.1% | . | . | 3.3 | ? | .
COCCC(=O)N1CCc2c(n(CCOc3ccccc3)n(-c3ccccc3)c2=O)C1 | -1.4%[88.5 µM] | -10.8%[87.6 µM] | -8.1%[172 µM] | ? | -1.2 | -7.4%[87.6 µM] | -0.4%[172 µM]
CC1(O)CCC2C(C3C1CCC3(C)O)C2(C)C (stereo not given) | i | -1.4% | . | . | 20.2 | . | .
c1ccc(C2=NOC3(CCCN(CC4CCCCC4)C3)C2)cc1 (stereo not given) | i | 3.4% | . | ? | -2.7 | 14.7% | ?
Cc1nc2c(c(-c3ccc(O)cc3)n1)CN(C(=O)C1CCCC1)CCC2 | i | -4.0% | -1.6% | 1.7% | -2.7 | -7.9% | i
CCCN(Cc1cccs1)C(=O)Nc1ccc(Br)c(C)c1 | . | -9.0% | . | . | -1.5 | 243.8%[activator] | .
CCOC(=O)c1sc(NC(=O)c2nc(SC)ncc2Cl)c(C(=O)OCC)c1C | . | -16.9% | . | . | -4.6 | 6.5% | .
COc1ccc(-n2c(=O)c3sc4ccccc4c3n(CC(=O)NCc3ccccc3)c2=O)cc1 | . | -17.9% | . | . | -7.4 | 45.3%[activator] | .
COc1ccc(S(=O)(=O)NCCc2nnc3ccc(SCC(=O)Nc4ccc(C(F)(F)F)cc4)nn23)cc1 | . | -10.6% | . | . | 11.1 | -5.4% | .
OC(CCN1CCCCC1)(c1ccccc1)C1CC2C=CC1C2 (stereo not given) | -0.8%&1.5% | -14.2% | . | . | -10.0 | 3.0% | .
COc1ccc(OCC(O)CN2CCC(O)CC2)c(CNCC2(O)CCCCC2)c1 (stereo not given) | i | 9.0% | 5.5% | -20.3% | 8.6 | -7.2% | -12.4%
COCCN1Cc2[nH]nc(-c3cccc(NC(C)=O)c3)c2CC1=O | -5.0%[88.5 µM] | -1.4%[87.6 µM] | -5.6%[172 µM] | ? | 27.2 | 39.1%[activator][87.6 µM] | 0.2%[172 µM]
CCOc1ccc(-n2c(SCC(=O)N3CCCCC3)nc3c([nH]c4ccccc43)c2=O)cc1 | . | 6.7% | . | . | -24.6 | -8.6% | .
CCOc1ccccc1N1CC(c2nc3ccccc3n2CCOc2ccccc2)CC1=O (stereo not given) | . | -25.3% | . | . | 13.5 | -19.6% | .
O=C(c1cccc(Cl)c1)N1CCCN(c2nc3ncccc3o2)CC1 | -6.7% | 5.9% | 4.3% | -13.3% | -13.8 | 9.0% | 2.8%
O=C(Cc1ccc(F)cc1)N1CCC2(CC1)CC(c1cccc(C(F)(F)F)c1)=NO2 | . | . | . | 39.8µM* | 6.8 | . | 50.1µM*
COc1ccc(-c2ccc3nnc(CNC(=O)c4cccc(NC(C)=O)c4)n3n2)cc1 | i | 6.1% | 8.7% | -14.0% | 16.4 | -8.9% | -15.8%
CCN1CCN(C(=O)c2ccc3nnc(-c4cccc(C(F)(F)F)c4)n3c2)CC1 | i | 0.9% | . | -7.3% | 12.4 | 0.7% | -3.3%
O=C(NCCc1ccncc1)C1CC(=O)N(c2n[nH]c3cccc(F)c23)C1 (stereo not given) | i | 5.6% | -3.4% | 0.1% | 2.7 | -5.9% | -23.7%
CCCn1c(C)c(CC(=O)NC(C)Cn2cccn2)c2c1CC(C)(C)CC2=O (stereo not given) | ? | -12.8% | 11.6% | 3.6% | -4.2 | -22.4% | -2.5%
COc1ccc(NC(=O)c2cc3ccccc3o2)c(OC)c1 | . | 6.9% | . | . | 5.2 | 69.5%[activator] | .
O=C(NC1CCCN(Cc2ccc(-c3cncnc3)cc2)C1)c1ccc(C(F)(F)F)cc1 (stereo not given) | 0.3% | -1.6%[12.5 µM] | . | ? | 1.9 | -4.1% | ?
COc1ncc(C(=O)N2CC[C@](C)(O)[C@@H](O)C2)nc1OC | i | -0.5% | 0.0% | -13.5% | -3.8 | 2.8% | -0.6%
COC(=O)c1c(NC(=O)CCCOc2ccc(C(C)(C)C)cc2)sc2c1C(C(=O)OC)CC2 (stereo not given) | . | -6.4% | . | . | 1.5 | 18.3% | .
COc1cc(CN2CC[C@H](c3nc4ccccc4o3)C2)cc(OC)c1OC | -2.5%[88.5 µM] | -11.8%[87.6 µM] | -3.6%[172 µM] | ? | 13.0 | -27.2%[87.6 µM] | 70.8µM*
CN(C)CCCNc1nc(CN2CCN(C(c3ccc(Cl)cc3)c3ccc(Cl)cc3)CC2)nc2ccccc12 | i | -26.7% | . | . | -1.6 | . | .
O=C(c1cccc(F)c1)N1CCC2(CC1)N=C(c1ccc(Br)cc1)NO2 | i | 5.5% | 2.5% | ? | 14.6 | 8.6% | ?
CCn1cc(CN(C)C(=O)CCc2nc(-c3ccccc3OC)no2)cn1 | 1.1% | -13.9% | -0.8% | -4.8% | -4.2 | 0.3% | i
COc1ccc(CNC(=O)C2CCCN2C(=O)c2cccc(-c3cccnc3)c2)cc1 (stereo not given) | . | . | . | ? | 8.5 | . | -30.6%
CC1(c2noc(C3CC3)n2)CCN(C(=O)CNc2ccc3nnc(-c4cccnc4)n3n2)CC1 | i | -8.0% | 5.1% | -18.3% | -8.4 | 18.8% | -23.7%
C1CCC(COCCc2noc(C3CNC3)n2)C1 | -5.1% | ? | 6.7% | 7.94µM* | 26.3 | ? | 6.31µM*
COc1ccc(C(=O)N2C[C@@H](Oc3cccnc3)C[C@H]2C(N)=O)cc1 | i | -25.3% | -8.3% | 2.0% | 5.1 | -23.3% | i
O=C(c1ccccc1Cl)N1CCCN(c2nc3ncccc3o2)CC1 | i | 2.8% | -0.6% | -5.9% | -9.7 | 6.8% | i
CCOC(=O)c1c(C)[nH]c(C)c1S(=O)(=O)N1CCC(C(=O)N2CCN(c3ccc(Cl)cc3)CC2)CC1 | . | -15.7% | . | . | 12.1 | ? | .
N#Cc1cc2nc(O)c(O)nc2cc1[N+](=O)[O-] | i | -9.2% | . | . | . | 7.6% | .
Cc1cc(C(=O)N2CCc3c(nc[nH]c3=O)C2)c2cc(Cl)ccc2n1 | 1.6% | -2.8% | -4.1% | i | 0.2 | -20.8% | i
CN(Cc1cnc2nc(N)nc(N)c2n1)c1ccc(C(=O)N[C@@H](CCC(=O)O)C(=O)O)cc1 | 0.0% | ? | . | . | 8.5 | ? | .
CN(C)S(=O)(=O)N(CC(=O)NCCSCc1ccc(Cl)cc1Cl)c1ccccc1 | . | -5.8% | . | . | 14.5 | -12.3% | .
Cc1ccc(N(C)C(=O)Cn2nc(Cc3ccncc3)c3ccccc3c2=O)cc1C | . | -1.7% | . | . | 26.8 | 5.1% | .
CC1=COC(OC2OC(CO)C(O)C(O)C2O)C2C(CO)CC(OC(=O)/C=C/c3ccc(O)cc3)C12 (stereo not given) | i | -0.8%[23.9 µM] | . | . | 14.5 | . | .
CCCNC(=O)C1COC2(CCC(C)CC2)N1C(=O)c1ccc(Cl)c(Cl)c1 (stereo not given) | i | 3.3% | -1.9% | ? | -9.6 | 25.9% | ?
COc1ccc(NC(=O)c2cc3n(n2)CC(c2ccc(Cl)cc2)OC3)cc1OC (stereo not given) | i | 0.6% | -5.0% | ? | 55.2 | -27.0% | ?
Cn1c(NCCO)nc2c1c(=O)n(Cc1ccccc1Cl)c(=O)n2C | . | -2.5% | . | . | -10.8 | 8.0% | .
COc1ccc(OC)c(NC(=O)c2ccc3c(c2)c(C)c(C)n3Cc2ccc(F)cc2)c1 | . | -3.5% | . | . | 1.1 | 34.8%[activator] | .
CCN(Cc1ccccc1)C(=O)CCC1CCN(S(=O)(=O)c2ccccc2)CC1 | 0.8% | 2.7% | 6.3% | 28.2µM* | 14.8 | -29.0% | ?
COCCNC(=O)c1cc(-c2cccc(C(F)(F)F)c2)c2cccn2n1 | -2.1% | -1.4% | . | ? | -5.1 | 5.0% | 31.6µM*
CC(=O)N(C)Cc1ccccc1C(F)(F)F | i | 17.6%[87.6 µM] | -5.0%[172 µM] | i | -7.0 | 36.1%[activator][87.6 µM] | i
COc1ccc(CNC(=O)N2C[C@@H](Oc3ccccc3)C[C@@H]2C(=O)N2CCOCC2)cc1 | i | -7.5% | 1.6% | -20.0% | 0.9 | 10.2% | -2.9%
Cc1ccc(CC(=O)N2CCN(c3cc(-c4cccs4)[nH]n3)CC2)cc1 | i | -10.2% | -4.0% | ? | 18.6 | 13.0% | ?
CCOC(=O)[C@H]1[C@@H](O)C(=O)N(Cc2ccccc2)C12CCN(C(=O)c1cccs1)CC2 | . | . | . | ? | 2.9 | . | -10.4%
CCCC(=O)Nc1c(C(=O)N2CCN(c3ccccc3)CC2)oc2ccccc12 | . | -5.2% | . | . | -10.3 | 13.7% | .
CC(C)n1cnnc1CNC(=O)[C@H]1CNC[C@H](C(=O)N2CCOCC2)C1 | ? | 3.5% | 1.1% | -5.1% | 8.1 | -2.4% | -0.3%
CC(C)N(C)Cc1nnnn1CC(=O)N1CCC(CCn2cccn2)CC1 | -6.8% | 11.2% | -1.4% | i | -0.4 | 2.4% | 3.1%
Cc1cc(C(=O)N2CCN(c3ccccc3)CC2)c2c(C)nn(-c3cccc(F)c3)c2n1 | . | -6.5% | . | . | -1.0 | 1.4% | .
CC[C@@]1(O)C(=O)OCc2c1cc1n(c2=O)Cc2cc3c(CN(C)C)c(O)ccc3nc2-1 | ? | ? | . | . | -5.7&-5.3 | ? | .
CC(C(=O)NCCc1nc2ccccc2n1C)C1CCOCC1 (stereo not given) | i | 4.5%[12.5 µM] | -9.0% | i | 0.2 | 11.5% | 1.1%
COc1ccc(C(O)Cn2ccn3nc(-c4ccc(C(C)C)cc4)cc3c2=O)cc1 (stereo not given) | 0.3% | 0.1% | -24.1% | -3.9% | 0.0 | 50.3%[activator] | 1.8%

# Remaining list, next part.
Molecule | GPT2 inh | HEK293 viab | FLuc inh | 3T3 cytotox | IP6K1 inhibitor | SNCA expr inh | HEK cytotox
O=C(c1ccc2c(c1)OCO2)N1CCC2(CC1)NC(=O)N(Cc1ccc(F)cc1)C2=O | i | -3.9% | -2.4% | -23.2% | 10.7 | -20.0% | ?
NC(=O)c1cccnc1OC1CCN(C(=O)c2cccc(Cl)c2)C1 (stereo not given) | i | 6.6% | 0.4% | -6.7% | 13.6 | 3.7% | ?
O=C(CCc1cn(Cc2ccc(F)cc2)c2ccccc12)NC1CCCCC1 | . | -3.2% | . | . | 15.0 | 0.2% | .
COc1ccc(CN2CCC3(CC2)Cc2ccccc2CNC3=O)cn1 | i | -1.3% | . | -2.2% | 1.9 | 1.6% | -2.1%

# High-throughput results from PubChem BioAssay.
